LYP phosphatase: inhibitors of LYP phosphatase, biochemical, fluorescence intensity, uHTS (AID 1779); 0.054% of 290,000 active; recombinant LYP phosphatase, fluorescence intensity; higher % means a stronger effect; Tyrosine-protein phosphatase non-receptor type 22 (Homo sapiens); inhibition, % at 11.5 µM; hits with a dose series show IC50 in µM; in the data active means inhibition above about 50%;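 further: plate controls were vehicle with enzyme for no effect and no enzyme for full effect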
AID2073: inhibitors of Mint1-CaV2.2 protein interaction, biochemical, HTRF (AID 2073); Voltage-dependent N-type calcium channel subunit alpha-1B (Homo sapiens); HTRF protein-protein interaction, Mint1-CaV2.2; higher % means a stronger effect; inhibition, % at 20 µM, or IC50 in µM where a hit was titrated; 0.19% of 290,000 active; in the data active means inhibition mostly above about 51%, no sharp cut-off; inconclusive means no clear call, values can overlap the other calls; inactive means mostly below about 53%; further: some results filed as inactive read as strong as hits
Large T inhibition: SV40 large T antigen inhibitors, biochemical (AID 1903); SV40 large T antigen ATPase/helicase inhibition assay; higher % means a stronger effect; 0.39% of 310,000 active; one-dose inhibition, % at 20 µM; IC50 in µM for titrated hits; in the data active means a potency from the dose series; inconclusive means inhibition mostly from about 32% at the one dose, without a potency; inactive means the rest, 99 in 100 with inhibition below about 32%; further: strong numbers were not always called active
MgcRacGAP inhibition: MgcRacGAP GTPase-activating activity inhibitors, confirmation, biochemical, ADP Hunter fluorescence; MgcRacGAP-stimulated Rac1 GTP hydrolysis, ADP Hunter fluorescence; higher % means a stronger effect; GST-tagged Rac1 F28L mutant substrate; one-dose inhibition, % at 30 µM; IC50 in µM for titrated hits; 0.6% of 340,000 active; AID 624330, 2012;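 active means first-screen hits whose inhibition reached a set limit at any dose in the follow-up dose series; inconclusive means inhibition above the set first-screen limit but never retested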;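 further: fluorescence reports GDP produced by GAP-driven GTP hydrolysis; strong numbers were not always called active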
HIV fusion peptide: inhibitors of HIV fusion peptide binding, primary screen, biochemical, uHTS, fluorescence dequenching (AID 1986) | cell-free peptide binding, fluorescence dequenching, 30 min; higher % means a stronger effect | 0.3% of 290,000 active | inhibition, % at 20 µM, or IC50 in µM where a hit was titrated; in the data active means inhibition mostly above about 52%, no sharp cut-off; inactive means mostly below about 76%; further: some results filed as inactive read as strong as hits
RSV CPE inhibition: RSV antiviral activity via CPE protection, HEp-2 cells, primary 10 µM value included (AID 2391); HEp-2 cells, RSV-induced CPE inhibition; higher % means a stronger effect; CPE inhibition, % at 10 µM, or IC50 in µM where a hit was titrated; 0.13% of 310,000 active; in the data active means a potency from the dose series; inconclusive means CPE inhibition mostly from about 23% at the one dose, without a potency; inactive means the rest, 99 in 100 with CPE inhibition below about 21%; further: strong numbers were not always called active
Siah-1 displacement: Siah-1 peptide-binding antagonists, primary screen, biochemical, fluorescence polarization, rhodamine-plectin, uHTS (AID 1817) | 0.02% of 290,000 active | E3 ubiquitin-protein ligase SIAH1 (Homo sapiens) | Siah-1 / rhodamine-plectin peptide fluorescence polarization; higher % means a stronger effect | displacement, % at 20 µM; hits with a dose series show IC50 in µM;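 active means displacement of at least 50% at 20 µM, with a fluorescence ratio check between 0.3 and a set limit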;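 further: plate controls were Siah plus tracer with DMSO for no effect and tracer alone without Siah for full effect; strong numbers were not always called active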
Dengue-2 NS5 capping: Dengue-2 NS5 methyltransferase inhibitors, primary screen, biochemical, confirmation dose response (AID 588689); inhibition, % at 25 µM, or IC50 in µM where a hit was titrated; Dengue-2 NS5 methyltransferase capping enzyme assay, biochemical; higher % means a stronger effect; 0.3% of 340,000 active; in the data active means a potency from the dose series; inconclusive means inhibition above about 29% without an active follow-up result
XIAP antagonists: XIAP antagonists, biochemical, IAP family, fluorescence polarization (AID 1018); XIAP BIR domain, fluorescence polarization peptide displacement; higher % means a stronger effect; displacement, % at 20 µM, or IC50 in µM where a hit was titrated; 0.007% of 200,000 active; in the data active means displacement above about 50%; further: a part of the inactive calls stands beside numbers as strong as those of hits
Dengue-2 NS5 capping pilot replicate: further read-out of Dengue-2 NS5 capping, marked with its call; inhibition, %; measured here: pilot screen replicate inhibition
* = called active by the depositor; ? = inconclusive; nt = no result given.

SMILES	LYP phosphatase	AID2073	Large T inhibition	MgcRacGAP inhibition	HIV fusion peptide	RSV CPE inhibition	Siah-1 displacement	Dengue-2 NS5 capping	XIAP antagonists	others
O=[N+]([O-])c1cc(Cl)ccc1N1CCN(c2ccccc2O)CC1	-2%	-10%	21%	nt	1.3%	9.5%	1%	nt	-1.8%
COC(=O)c1ccc(N2CCN(C)CC2)c(NC(=O)COc2ccc(C)cc2)c1	-8%	-13%	14%	10%	1.1%	-0.9%	-3%	-2%	nt
CCOC(=O)C1(CCCc2ccccc2)CCN(CCCn2cccn2)CC1	-3%	7%	6%	9%	-0.1%	1.7%	-2%	6%	-5.3%
Cc1[nH]n2c(=O)c3c(nc2c1-c1ccccc1)CCCC3	6%	17%	13%	11%	-1.2%	1.6%	10%	-6%	-0.8%
Cc1[nH]nc(-c2ccc(O)cc2O)c1-c1nc2ccccc2s1	-5%	19%	20%	29%	1.1%	14%	0%	-4%	-8.9%
O=C(N/N=C/c1cccc(Cl)c1)C(c1ccncc1)N1CCOCC1 (configuration not stated)	-6%	10%	1%	6%	0.5%	-1.2%	0%	2%	nt
C=CCNC(=O)C1CCN(c2ccc(S(=O)(=O)N3CCOCC3)cc2Cl)CC1	-5%	29%	18%	4%	0.2%	0.9%	0%	-3%	1.3%
CCN(C(=O)CCN1C(=O)c2ccccc2S1(=O)=O)c1ccccc1	nt	nt	22%	2%	nt	-0.6%	nt	-2%	nt
COc1cc(C)nc(Oc2ccc(OCCOc3ccccc3)nn2)n1	0%	8%	22%	4%	-0.6%	2.8%	-5%	-6%	-11%
CC(C)CC(CO)N1CCN(C(=O)c2ccc(C(C)(C)C)cc2)CCC1=O (configuration not stated)	-8%	0%	7%	-2%	0.7%	2.1%	-3%	3%	-5.2%
Cc1ccc(C)c(S(=O)(=O)N2CCCN(C)CC2)c1	-8%	2%	-2%	0%	-0.3%	-0.3%	-5%	9%	nt
CC(=O)Nc1cccc(NC(=O)CCn2c(=O)sc3ccccc32)c1	-1%	6%	11%	5%	2.5%	1.2%	2%	7%	-6.3%
CN(CC(=O)Nc1ccc(F)cc1)C(=O)COC(=O)/C=C/c1cccs1	nt	nt	11%	6%	nt	-0.6%	nt	-1%	nt
c1ccc(-c2nc(NC3CC3)nc(-n3ccnc3)n2)cc1	-9%	-8%	2%	6%	-0.4%	2.8%	3%	-3%	-2.7%	Dengue-2 NS5 capping pilot replicate=-2.7
Cc1nc2ccc(Cc3ccc4nc(C)[nH]c4c3)cc2[nH]1	0%	3%	8%	3%	1.8%	-0.5%	3%	4%	-3.4%
NS(=O)(=O)c1ccc(-c2ccc(/C=C3\SC(=O)NC3=O)o2)cc1	-3%	-14%	22%	9%	18%	-1.9%	2%	0%	nt
COc1cccc(CC(=O)OC(C)C(=O)NCc2ccc3c(c2)OCO3)c1 (configuration not stated)	nt	nt	12%	0%	nt	-1.1%	nt	1%	nt
CSc1nnc(-c2ccccc2SC)o1	0%	5%	-2%	9%	-2.9%	3.2%	5%	-7%	-10%
Cc1nc(Nc2ccc(F)cc2)nc(Nc2ccc(F)cc2)c1[N+](=O)[O-]	-3%	16%	4%	8%	-1.1%	0.9%	-6%	2%	nt
CCOc1ccc(CNC(=O)C2CCC(=O)N2C2CCCC2)cc1OC (configuration not stated)	-7%	-1%	-7%	13%	-1.9%	3.1%	-5%	-3%	-5.8%
O=C(NCCc1ccc(Cl)cc1)C1CCN(C(=O)c2sccc2-n2cccc2)CC1	-8%	-2%	8%	17%	2.4%	nt	4%	-6%	-1.2%
CC(=O)c1cccc(NC(=O)COC(=O)[C@@H](NC(=O)OCc2ccccc2)C(C)C)c1	-1%	-1%	3%	7%	-2.4%	1.7%	1%	-7%	-0.4%
CC1CCCCC1NC(=O)c1nn(C)c2c1CS(=O)(=O)c1ccccc1-2 (configuration not stated)	-5%	4%	10%	19%	1.8%	4.5%	6%	-2%	nt
Cc1cc(=O)n2[nH]c(-c3ccco3)nc2n1	-12%	-1%	8%	18%	0.4%	2.8%	-4%	1%	-1.4%
Cc1cc(C)n(-c2ccc(-n3ccnc3)nn2)n1	-8%	-4%	19%	-6%	-2.8%	12%	-1%	-7%	-0.4%
C/C(N)=C(/C#N)C(=O)COC(=O)c1cc2c(s1)CCCC2	-2%	10%	5%	4%	-2.0%	21µM*	7%	-9%	-2.8%
O=C(Cc1ccccc1)NNC(=O)Cc1ccccc1	-3%	2%	7%	10%	-1.1%	1.1%	3%	-9%	-2.8%
CCCc1cc(=O)[nH]c(SCC(=O)N(C)CC(=O)Nc2ccccc2CC)n1	-5%	4%	3%	6%	-3.0%	0.2%	-1%	-4%	-0.4%
Cc1nn(-c2ccccc2)c(Cl)c1/C=N/NC(=O)c1ccnn1C	-9%	5%	19%	9%	-0.6%	3.1%	5%	1%	nt
CCc1ccc(NS(=O)(=O)c2ccc3[nH]cc(C(=O)N4CCCCC4)c(=O)c3c2)cc1	5%	-7%	13%	7%	1.6%	-0.1%	-9%	3%	1.7%

Next part, starting with the last four of the part before.
SMILES	LYP phosphatase	AID2073	Large T inhibition	MgcRacGAP inhibition	HIV fusion peptide	RSV CPE inhibition	Siah-1 displacement	Dengue-2 NS5 capping	XIAP antagonists	others
O=C(Cc1ccccc1)NNC(=O)Cc1ccccc1	-3%	2%	7%	10%	-1.1%	1.1%	3%	-9%	-2.8%
CCCc1cc(=O)[nH]c(SCC(=O)N(C)CC(=O)Nc2ccccc2CC)n1	-5%	4%	3%	6%	-3.0%	0.2%	-1%	-4%	-0.4%
Cc1nn(-c2ccccc2)c(Cl)c1/C=N/NC(=O)c1ccnn1C	-9%	5%	19%	9%	-0.6%	3.1%	5%	1%	nt
CCc1ccc(NS(=O)(=O)c2ccc3[nH]cc(C(=O)N4CCCCC4)c(=O)c3c2)cc1	5%	-7%	13%	7%	1.6%	-0.1%	-9%	3%	1.7%
CCC(C)[C@H]1CNCCN1CCc1cccc2ccccc12 (some centres not stated)	nt	nt	12%	7%	nt	-0.7%	nt	-4%	nt
Cc1cc(C(F)F)n2ncc(C(=O)NCCc3ccccc3Cl)c2n1	-8%	7%	19%	9%	-2.6%	1.2%	5%	8%	-1.5%
O=C(N=C1SC2CS(=O)(=O)CC2N1CCc1ccccc1)C1CCCCC1 (configuration not stated)	-10%	17%	17%	5%	-1.4%	0.6%	3%	-11%	nt
COc1ccc(CCNC(=O)c2ccn[nH]2)cc1OC	-5%	15%	8%	3%	-2.1%	0.0%	1%	-11%	-3.3%
Cn1c(CSc2nc3ccc(Br)cc3[nH]2)nc2ccccc21	2%	6%	21%	7%	-1.0%	63%	2%	-6%	-12%
NNC(=O)C(=O)Nc1ccc(O)cc1	-4%	-10%	9.8µM*	?	-2.4%	1.1%	-2%	-2%	nt
Cc1cc(NC(=O)NC(=O)c2ccccc2F)no1	-8%	1%	15%	11%	0.7%	-0.6%	0%	1%	nt
COc1cc(CC(=O)Nc2cc(S(C)(=O)=O)ccc2Cl)cc(OC)c1OC	-5%	1%	4%	3%	-0.2%	1.1%	-5%	-9%	-8.9%
O=C(CC(Nc1ccccc1)c1ccccc1)C1CC1 (configuration not stated)	-5%	49%	2%	11%	-0.4%	nt	4%	5%	nt
O=C(Nc1ccc(Cl)cc1)Nc1cccnc1	-10%	-8%	5%	11%	0.8%	8.2%	1%	-21%	-3.1%
Cc1cc(OCC(=O)Nc2ccccc2N2CCCC2)ccc1C(C)C	nt	nt	13%	3%	nt	?	nt	-6%	nt
CC(=O)c1ccccc1NC(=O)CSc1nnc2ccccn12	-4%	2%	-2%	nt	-1.4%	5.5%	-1%	nt	-0.5%
O=C1NC(=O)/C(=C\c2ccc(N3CCOCC3)o2)N1	0%	72%*	12%	8%	5.1%	0.0%	-4%	nt	-4.8%
Cc1ccc(Oc2cc([N+](=O)[O-])cc3c2C(=O)Nc2ccccc2O3)cc1	9%	9%	-13%	7%	41%	8.8%	25%	3%	-8.1%
CCCn1c(SCC(=O)Nc2cccc(S(=O)(=O)NC3=NCCCCC3)c2)nc2ccccc2c1=O	-5%	-7%	7%	nt	0.2%	7.9%	3%	nt	-6.5%
COc1cc(/C=N\NC(=O)c2ccc(C)nc2)ccc1OC(=O)c1ccc2c(c1)OCO2	0%	42%	4%	6%	-0.8%	0.1%	26%	-4%	-74%
CC(=O)Nc1ccc(C(=O)NC(CC(=O)O)c2ccc(Cl)cc2)cc1 (configuration not stated)	-6%	-3%	4%	-3%	0.0%	-1.3%	-4%	-1%	-15%
CC(=O)c1c[nH]c2ccc(C)cc2c1=O	3%	10%	-3%	3%	3.2%	3.5%	4%	-3%	35%
Cc1ccc(CNCCNCCO)s1	-4%	-6%	26%	-6%	-0.4%	2.5%	4%	-4%	-15%
Cc1ccc(NC(=O)c2c(C(=O)Nc3ccccc3)sc3nc(C)cc(=O)n23)cc1	-9%	25%	11%	3%	1.9%	-1.4%	9%	-7%	-1.1%
CCCCc1nc2cc(C(=O)NCc3ccccn3)ccc2o1	-10%	-4%	6%	-3%	2.8%	2.5%	11%	-2%	nt
COC(=O)N/N=C(\C)c1ccc(-n2ccnc2)cc1	0%	-7%	12%	3%	0.1%	3.2%	3%	-5%	-6.9%
CC(C)(C)NC(=O)Cn1nnnc1-c1nonc1N	0%	-1%	20%	-1%	1.2%	2.3%	5%	-1%	1.8%
COc1ccccc1Oc1cc(F)nc(N)n1	-5%	-8%	5%	0%	-1.2%	0.1%	4%	-7%	-8.9%
O=C(CCNC(=O)c1ccc(Br)cc1)Nc1cc(Cl)ccc1-n1cncn1	nt	nt	21%	5%	nt	0.5%	nt	3%	nt
O=C(CCCN1Cc2ccccc2C1)c1ccc(F)cc1	-6%	-3%	6%	2%	-1.5%	-0.4%	3%	-1%	-2.4%
Cc1ccc(-c2nc3cnccn3c2Nc2ccc3c(c2)OCCO3)o1	6%	-2%	22%	12%	-2.6%	3.0%	-5%	4%	-4.3%
O=C(Nc1ccc(S(=O)(=O)N2CCOCC2)cc1)c1cc([N+](=O)[O-])ccc1Cl	-11%	3%	8%	4%	-0.5%	2.4%	3%	-5%	nt
CC(=O)c1ccc(NC(=O)c2cc(Cl)sc2Cl)cc1	-3%	-1%	14%	2%	0.3%	4.7%	7%	-7%	-0.4%
CCC(c1nnnn1Cc1cccs1)N1CCN(C(=O)c2ccco2)CC1 (configuration not stated)	-4%	-11%	-75%	6%	1.2%	-0.5%	7%	4%	2.7%
COc1ccc(S(=O)(=O)N2CCOC2CNC(=O)C(=O)NCc2ccccc2OC)cc1 (configuration not stated)	-7%	10%	9%	7%	-0.6%	0.0%	1%	-9%	nt
Cc1ccc(S(=O)(=O)N(C)C)cc1NC(=O)CCc1c[nH]c2ccccc12	-4%	-2%	0%	9%	-0.8%	2.0%	3%	-1%	-5.2%
